Screens deposited in PubChem BioAssay by NCI.
Growth percent in the NCI-60 one-dose screen (48 h, 10 µM unless noted): 100 = growth as untreated, 0 = no growth, -100 = all killed.
HOP-92 – HOP-92 NSCLC cells; 6.3% of 71,000 active
MOLT-4 – MOLT-4 leukemia cells; AID 1794779; 6.9% of 80,000 active
RPMI-8226 – RPMI-8226 leukemia cells; 7.5% of 77,000 active
A549/ATCC – A549/ATCC NSCLC; 3.7% of 81,000 active; AID 1794740
CCRF-CEM – CCRF-CEM leukemia. 7% of 77,000 active
M14 – M14 melanoma; 6.2% of 80,000 active; AID 1794745
HOP-62 – HOP-62 NSCLC; 3.9% of 80,000 active
EKVX – EKVX NSCLC. 3% of 71,000 active. AID 1794765
* hit, by the source's call; . = no result given; & = joins results of further samples; [ ] = dose if it differs, or a comment. How the source made its calls: active means growth percent below 10; inactive means the rest. The list is partial; the hit share may differ from the screen's.

SMILES | HOP-92 | MOLT-4 | RPMI-8226 | A549/ATCC | CCRF-CEM | M14 | HOP-62 | EKVX
CCNP(=O)(OCC)OCC | 108 | 112 | 108 | 105 | 101 | 100 | 95 | 105
CC(Cc1ccccc1)N(C)CC1C(=O)C2CCC1C2 (configuration not stated) | . | 99 | 105 | 103 | 99 | 103 | 113 | 117
CN1CCC2(CC1)C(C#N)C(=O)NC(=O)C2C#N (configuration not stated) | 109 | 100 | 109 | 96 | 104 | 107 | 94 | .
CCC(Br)(CC)C(N)=O | 104 | 99 | 110 | . | 104 | 103 | 95 | 100
c1ccc2c(CCN3CCCCC3)c[nH]c2c1 | 79&94 | 104&99 | 103&101 | 98&107 | 98 | 92&93 | 96&93 | 108
CN1CCC2(CC1)c1ccccc1-c1ccccc12 | 77 | 87 | 104 | 87 | 105 | 102 | 88 | 105
CNC(=O)Oc1ccc(C(=O)OC)cc1 | 94 | 97 | 104 | 94 | 98 | 107 | 98 | .
CCCCN1CCc2ccccc2C1 | 80 | 101 | 104 | 105 | 106 | 93 | 98 | 94
C/C(=C\c1ccccc1)[N+](=O)[O-] | 94 | 94 | 106 | 92 | 97 | 103 | 96 | .
CCNC1(c2ccc3c(c2)OCO3)CCCCC1 | 89 | 107 | 105 | 97 | 134 | 100 | 93 | 93
Oc1c(Br)cc(Br)cc1Br.[Cu+2] | 91 | 92 | . | 98 | 101 | 103 | 121 | .
O=C1OCC(Cl)=C1Cl | . | 102 | 101 | . | . | 114 | 111 | .
COc1ccc(OC)c(NC2=N[C@]34CC(=O)CC[C@]3(C)[C@H]3CC[C@]5(C)C(=O)CC[C@H]5[C@@H]3C[C@@H]4S2)c1 | 101 | 76 | 54 | 90 | 57 | 86 | 87 | 80
NC(CO)Cc1ccccc1 (configuration not stated) | 95 | 121 | 113 | 88 | 124 | 106 | 97 | 98
CN(C)c1ccc(C=C2C(=O)NC(=S)NC2=O)cc1 | 120&77 | 99&122 | 123&101 | 92 | 107&85 | 109&103 | 108&117 | 95&105
CC1=CC(O)C(O)C2(C)C1CC1OC(=O)CC3C(C)C(O)C(=O)C2C13CO (configuration not stated) | 110 | 85 | . | 80 | 76 | 100 | 98 | 83
COc1cc2c(cc1OCCCn1c(-c3ccccn3)nc3ccccc31)N=C[C@@H]1CCCN1C2=O | -60* | 8.2* | -37* | 20 | 5.3* | 10 | 18 | 43
ClCCN(CCCl)C(c1ccccc1)c1ccc(Cl)cc1 (configuration not stated) | 57 | -3.3* | 42 | 89 | 15 | 90 | 108 | 102
Nc1ncnc2n[nH]nc12 | 77 | 86 | 43 | 73 | 81 | 40 | 40 | 67
O=C1NC(=O)C(F)C(O)N1 (configuration not stated) | 92 | 101 | 81 | 81 | 97 | 99 | 84 | 100
C1CCC(N2OC23CCCCC3)CC1 (configuration not stated) | 113 | 99 | 104 | 97 | 103 | 105 | 98 | 96
Oc1ccc(Br)cc1CN1CCN(Cc2cccc(F)c2)CC1 | 84 | 77 | 67 | 85 | 73 | 86 | 99 | .
S=P1(Oc2ccccc2)OCCO1 | 90 | 101 | 101 | 107 | . | 101 | 104 | .
C/C(=N\N1CN(C(C)C(=O)O)P(Nc2ncn[nH]2)N=C1N)c1cccs1 (configuration not stated) | 96 | 89 | 69 | 104 | 81 | 97 | 76 | 98
c1ccc([As]=[As]c2ccccc2)cc1 (configuration not stated) | . | -49* | -47* | -23* | . | -30* | -54* | .

Remaining list, next part.
SMILES | HOP-92 | MOLT-4 | RPMI-8226 | A549/ATCC | CCRF-CEM | M14 | HOP-62 | EKVX
COCOCP(=O)(OC)OC | . | 95 | 83 | 99 | 79 | 96 | . | 106
CCCCCCCC[N+](C)(CCCCCCCC)CCCCCCCC | -70* | 37 | 44 | -100* | 86 | -94* | -92* | .
CCOC(C(=O)O)(c1ccccc1)c1ccccc1 | 94 | 110 | 112 | 76 | . | 93 | 74 | 99
Cc1cccc(C)c1CCl | 92 | 91 | 102 | 94 | 93 | 101 | 96 | .
CN=C1CN(O)C(c2ccccc2)c2cc(Cl)ccc2N1 (configuration not stated) | 67 | 78 | 98 | 106 | 104 | 97 | 97 | 100
Cc1c(N)nc([C@H](CC(N)=O)NC[C@H](N)C(N)=O)nc1C(=O)N[C@H](C(=O)N[C@H](C)[C@@H](O)[C@H](C)C(=O)N[C@H](C(=O)NCCc1nc(-c2nc(C(=O)NCCC[S+](C)C)cs2)cs1)[C@@H](C)O)C(OC1OC(CO)C(O)C(O)C1OC1OC(CO)C(O)C(OC(N)=O)C1O)c1cnc[nH]1 (some centres not stated) | -4.7*[2.5 µM] | 67[2.5 µM] | 76[2.5 µM] | 53[2.5 µM] | 52[2.5 µM] | . | 44[2.5 µM] | 103[2.5 µM]
O=C(O)c1ccc(=O)[nH]c1 | 100 | 99&119 | 97&103 | 88 | 95&106 | 96&102 | 86&99 | 99&111
Oc1cccc(N2CC2)c1 | 86 | 78 | 90 | 82 | 97 | 105 | 82 | 99
CCSC[C@H]1C[C@](O)(c2cn(S(=O)(=O)c3ccc(C)cc3)c3ccccc23)C(=O)O1 | 81 | 105 | 91 | 102 | 95 | 98 | 88 | 103
Cc1ccc(-c2nc(-c3ccc(N=Cc4ccc(N(CCCl)CCCl)cc4C)cc3)cs2)cc1 | . | 37 | 72 | 62 | 44 | 82 | 75 | .
COC(=O)[C@@H](C)C[C@H](Cc1ccccc1)NC(=O)c1nc([C@@H](C[C@H](C(C)C)N(C)C(=O)[C@@H](NC(=O)[C@H]2CCCCN2C)C(C)C)OC(C)=O)sc1C | 3.7* | 11 | 18 | 11 | 7.8* | -43* | 32 | 34
CC12CCC(O)CC1=CCC1C2CCC2(C)C(O)CCC12 (configuration not stated) | 85 | 114 | 95 | 109 | 95 | 106 | 103 | 72
CCC(C)C1(CC)C(=O)NC(=S)NC1=O (configuration not stated) | 84 | 98 | 105 | 109 | 113 | 100 | 98 | 95
O=[N+]([O-])c1[nH]cnc1Br | 96&85&77 | 105&92&104 | 87&87&103 | 88&96 | 98&96&64 | 83&104&96 | 96 | 89&104&106
CCOP(=O)(OCC)ON1C(=O)c2cccc3cccc(c23)C1=O | 85 | 81 | 82 | 82 | 86 | 86 | 99 | 96
ClC(Cl)(Cl)c1ccccc1 | 103 | 99 | 104 | 99 | 103 | 99 | 109 | 113
CC12CC=CCC1CCC1C2CCC2(C)C(c3ccc(=O)oc3)CCC12O (configuration not stated) | 1.8* | -16* | -9.9* | -38* | 1.1* | -28* | -65* | -85*
CCc1ccccc1OP(=O)(Oc1ccccc1CC)Oc1ccccc1CC | 74 | 102 | 81 | 89 | 80 | 102 | 82 | 99
COc1cc(C#N)cc2nc(-c3ccc4c(c3)OCO4)oc12 | 85 | 121 | 106 | 101 | 110 | 95 | 73 | .
CC(C)=CCc1c(O)c(C(=O)CC(C)C)c(O)c2c(-c3ccccc3)cc(=O)oc12 | -13* | 38 | 8.7* | 55 | 24 | 61 | 84 | 37
C[C@@H]1C[C@@]2(C)[C@@H](CC[C@@H]3[C@@H]2CC[C@]2(C)C(=O)CC[C@@H]32)CC1=O | 72 | 66 | 137 | 83 | 84 | 97 | 79 | 86
CC(=O)O[C@H](C[C@H](C(C)C)N(C)C(=O)[C@@H](NC(=O)[C@H]1CCCCN1C)C(C)(C)C)c1nc(C(=O)N[C@@H](Cc2ccccc2)C[C@H](C)C(=O)O)cs1 | 35 | 6.3* | 17 | 9.7* | 1.1* | 3.4* | 20 | 40
Nc1cc(Cl)ccc1Cl | 119 | 113 | 160 | 116 | 142 | 105 | 94 | 94
CCC(=O)O[C@H]1CC[C@H]2[C@@H]3CC[C@H]4CC(=O)C=C[C@]4(C)[C@H]3CC[C@]12C | 109 | 84 | 88 | 74 | 83 | 86 | 88 | 70
CCCCCCCC(=O)OCC/C=C/C1OC1C1OC(=O)/C=C\C=C\c2nc(oc2C)/C=C(/C)CCC2OC2C1OC(=O)NC(C)=O (configuration not stated) | . | . | -56* | 5.2* | . | -20* | -12* | -5.8*

More compounds
SMILES | HOP-92 | MOLT-4 | RPMI-8226 | A549/ATCC | CCRF-CEM | M14 | HOP-62 | EKVX
CCCCSP(=S)(SCCCC)SCCCC | . | 95 | 137 | 107 | 117 | 98 | 107 | 110
c1ccc(Nc2nc(-c3ccc(-c4ccccc4)cc3)c[se]2)cc1 | 103 | 95 | 85 | 70 | 88 | 98 | 66 | 87
CCNC(C)Cc1ccccc1 (configuration not stated) | 89 | 92 | 104 | 89 | 106 | 99 | 95 | 96
COc1ccc(C(Cc2ccccc2)NC(C)C)cc1 (configuration not stated) | 78 | 90 | 99 | 95 | 100 | 83 | 93 | 105
Cc1ccc(O)cc1C | 105 | . | 110 | 101 | 106 | 102 | 99 | .
NC1(c2cn(-c3cccc(Cl)c3)nn2)CCCCC1 | 74 | 104 | 105 | 97 | 105 | 102 | 86 | 99
CCCCCC(C)NC(=O)CCl (configuration not stated) | 97 | 84 | 94 | 96 | . | 105 | 109 | .
CC1C2Cc3ccc(O)cc3C1(C)CCN2CC1CC1 (configuration not stated) | 103 | 104 | 113 | 100 | 101 | 106 | 100 | 114
CN(C)C(C)(C)C(O)c1ccccc1 (configuration not stated) | 88 | 94 | 103 | 83 | 96 | 101 | 88 | 96
ClCCN(CCCl)c1ccc(/C=C/c2ccccc2)cc1 | 102 | 65 | 95 | 79 | 85 | 93 | 104 | .
CN(C)c1ccc(C=C(C#N)C#N)cc1 | 97 | 104 | 86 | 97 | 84 | 99 | 108 | 97
CC12CCC(O)CC1CCC1C2CCC2(C)C(C(=O)CO)CCC12 (configuration not stated) | 103 | 79 | . | 103 | 88 | 99 | . | 91
C[C@@H]1C[C@H]2C(=CC1=O)CC[C@@H]1[C@@H]2CC[C@]2(C)[C@@H](O)CC[C@@H]12 | 58 | 68 | 100 | 94 | 117 | 105 | 107 | 52
C#CC1(O)CCCC(C)C1 (configuration not stated) | 93 | 97 | . | 100 | . | 101 | 92 | 102
O=C(NCCCCC(c1ccc(F)cc1)c1ccc(F)cc1)Nc1ccc([N+](=O)[O-])c(C(F)(F)F)c1 | -36* | . | -39* | 6.0* | -39* | -23* | -29* | 4.5*
COc1cc(C(=O)Cl)cc(OC)c1OC | 103 | 110 | 100 | 101 | 99 | 102 | 112 | 109
CC(=O)Nc1ccc(-c2ccccc2)cc1 | 102 | 97 | 102 | 94 | 87 | 101 | 102 | .
Cc1ccc(C(Cc2ccccc2)N2CCCC(C)C2)cc1 (configuration not stated) | 90 | 88 | 103 | 99 | 97 | 80 | 80 | 93
CC(=O)[C@H]1CC[C@@]2(O)[C@@H]3CCC4=CC(=O)CC[C@]4(C)[C@H]3CC[C@]12C | 110 | 117 | 110 | 106 | 105 | 103 | 110 | 102
O=C(OCC(Cl)(Cl)Cl)OCC(Cl)(Cl)Cl | 114 | 106 | 113 | 110 | 107 | 105 | 110 | 111
CC(=O)O[C@H](C[C@H](C(C)C)N(C)C(=O)[C@@H](NC(=O)[C@H]1CCCCN1C)C(C)C)c1nc(C(=O)NC2CCC(C(=O)O)CC2)cs1 (some centres not stated) | 38 | 31 | 24 | 58 | 13 | 42 | 47 | 58
COc1cc2c(cc1OC)C13CCN4CC5=CCOC6CC(=O)N2C1C6C5CC43 (configuration not stated) | 87 | 87&109 | 57 | 99 | 76&100 | 108&107 | 102&120 | 114&105
CCCC(=O)NC1=C(N2CC2)C(=O)C(NC(=O)CCC)=C(N2CC2)C1=O | 88 | 84 | 89 | 60 | 69 | 44 | 65 | 113
COc1cc(OC)cc(C2(C#N)CCN(C)CC2)c1 | 93 | 93 | 67 | 112 | 99 | 96 | 90 | 91
CC(C)[C@H](NC(=O)c1cn(CCC2CCCCC2)c2ccccc12)C(N)=O | 84 | 67 | 71 | 89 | 87 | 92 | 81 | 68
CC[C@]12C=CCN3CC[C@@]4(c5ccc(OC)cc5N(C)[C@H]4[C@@](O)(C(=O)OC)[C@@H]1O)[C@@H]32 | 89 | 100 | 99 | 103 | 103 | 95 | 102 | 99
CN[C@]1(c2ccccc2Cl)CCCC[C@H]1NCCCc1ccccc1 | 83 | 94 | 92 | 97 | 93 | 96 | 93 | 87
Clc1ccc(CSc2ncc(Br)c(N3CC3)n2)cc1 | 81 | 76 | 67 | 96 | 82 | 82 | 88 | 92
COc1cc(C2CC(=O)Nc3nc(N)[se]c32)c(OC)c2c1OCO2 (configuration not stated) | 105 | 117 | 119 | 59 | 104 | 85 | 33 | 94

Gathered by group, the compounds so far with a COOH group (five)
SMILES | HOP-92 | MOLT-4 | RPMI-8226 | A549/ATCC | CCRF-CEM | M14 | HOP-62 | EKVX
C/C(=N\N1CN(C(C)C(=O)O)P(Nc2ncn[nH]2)N=C1N)c1cccs1 (configuration not stated) | 96 | 89 | 69 | 104 | 81 | 97 | 76 | 98
CCOC(C(=O)O)(c1ccccc1)c1ccccc1 | 94 | 110 | 112 | 76 | . | 93 | 74 | 99
O=C(O)c1ccc(=O)[nH]c1 | 100 | 99&119 | 97&103 | 88 | 95&106 | 96&102 | 86&99 | 99&111
CC(=O)O[C@H](C[C@H](C(C)C)N(C)C(=O)[C@@H](NC(=O)[C@H]1CCCCN1C)C(C)(C)C)c1nc(C(=O)N[C@@H](Cc2ccccc2)C[C@H](C)C(=O)O)cs1 | 35 | 6.3* | 17 | 9.7* | 1.1* | 3.4* | 20 | 40
CC(=O)O[C@H](C[C@H](C(C)C)N(C)C(=O)[C@@H](NC(=O)[C@H]1CCCCN1C)C(C)C)c1nc(C(=O)NC2CCC(C(=O)O)CC2)cs1 (some centres not stated) | 38 | 31 | 24 | 58 | 13 | 42 | 47 | 58

Part of the list above in order of length of the SMILES, highest first:
SMILES | HOP-92 | MOLT-4 | RPMI-8226 | A549/ATCC | CCRF-CEM | M14 | HOP-62 | EKVX
CCCC(=O)NC1=C(N2CC2)C(=O)C(NC(=O)CCC)=C(N2CC2)C1=O | 88 | 84 | 89 | 60 | 69 | 44 | 65 | 113
CC12CCC(O)CC1CCC1C2CCC2(C)C(C(=O)CO)CCC12 (configuration not stated) | 103 | 79 | . | 103 | 88 | 99 | . | 91
CN(C)C(C)(C)C(O)c1ccccc1 (configuration not stated) | 88 | 94 | 103 | 83 | 96 | 101 | 88 | 96
